Tb PYK inh: qHTS of Trypanosoma Brucei Inhibitors | 410,000 compounds, 0.12% hits | Potency, µM (series often up to 76.8 µM), without a hit: at the highest dose activity, negative = inhibition, usual class: inhibitors | TbPYK enzyme, Kinase-Glo Plus ATP luminescence, 45 min; also: potency is read from the fitted curve at half-maximal effect; % is scaled to controls: 0 for no effect and ±100 for the full control effect; nearly all actives have a fitted effect of over 50% in size
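Quantitative HTS: titrated library compounds versus trypanosomal pyruvate kinase in TEA buffer (pH 7.2) containing KCl, MgCl2, BSA and Tween-20. Reactions were initiated with ADP, 130 uM final. Kinase-Glo Plus luminescence was read after 45 min at RT.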
Shiga toxin inh: A qHTS for Small Molecule Inhibitors of Shiga Toxin; 290,000 compounds, 9.2% hits; inhibition, % at 38.7 µM; Vero cells, Shiga toxin protein synthesis inhibition reporter; AID 2315, 2010; in the data active = inhibition mostly above about 28%, no sharp cut-off; inactive = mostly below about 43%; also: 0% is about no effect
LmPK inhibitor: qHTS Assay for Inhibitors of Leishmania Mexicana Pyruvate Kinase (LmPK). Q27686. purified LmPK, Kinase-Glo ATP luminescence, 1 h. Potency, µM (doses to about 57.5 µM), inactives show top-dose activity change, negative = inhibition, actives largely listed as inhibitors. 290,000 compounds, 0.37% hits; also: potency is read from the fitted curve at half-maximal effect; % is scaled to controls: 0 for no effect and ±100 for the full control effect
Target sequence (Q27686 whole entry, looked up): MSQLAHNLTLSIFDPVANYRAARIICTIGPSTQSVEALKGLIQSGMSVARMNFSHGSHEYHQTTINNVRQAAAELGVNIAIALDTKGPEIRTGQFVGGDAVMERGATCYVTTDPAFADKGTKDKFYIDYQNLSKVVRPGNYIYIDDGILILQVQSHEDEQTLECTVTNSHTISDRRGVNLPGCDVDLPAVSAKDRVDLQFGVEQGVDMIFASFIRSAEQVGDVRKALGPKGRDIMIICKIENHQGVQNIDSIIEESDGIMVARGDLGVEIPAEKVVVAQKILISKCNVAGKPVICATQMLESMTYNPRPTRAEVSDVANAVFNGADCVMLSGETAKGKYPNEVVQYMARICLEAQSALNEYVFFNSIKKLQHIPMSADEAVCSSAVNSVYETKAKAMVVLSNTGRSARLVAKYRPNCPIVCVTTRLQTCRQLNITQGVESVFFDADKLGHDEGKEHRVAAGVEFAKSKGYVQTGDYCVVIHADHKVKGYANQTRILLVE
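ATP generated from ADP (0.1 mM) and PEP (0.5 mM) by 0.1 nM LmPK over 1 h at room temperature (pH 7.2 imidazole buffer) was detected by coupled luciferase luminescence. Values were normalized to uninhibited and no-enzyme wells.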
AmpC inh no detg: qHTS Inhibitors of AmpC Beta-Lactamase (assay without detergent) | AmpC nitrocefin hydrolysis, absorbance 480 nm, 0.0001% Triton | 330,000 compounds, 0.52% hits | Potency, µM (top dose mostly 57.1 µM), inactives show top-dose activity change, negative = inhibition, most hits filed as inhibitors | AID 485341, 2010;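 also: potency is read from the fitted curve at half-maximal effect; plate controls were no compound for no effect and no enzyme for full effect; nearly all actives have a fitted effect of over 20% in size; some results filed as inactive show a strong effect at the top dose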
Target sequence (P00811 whole entry, looked up): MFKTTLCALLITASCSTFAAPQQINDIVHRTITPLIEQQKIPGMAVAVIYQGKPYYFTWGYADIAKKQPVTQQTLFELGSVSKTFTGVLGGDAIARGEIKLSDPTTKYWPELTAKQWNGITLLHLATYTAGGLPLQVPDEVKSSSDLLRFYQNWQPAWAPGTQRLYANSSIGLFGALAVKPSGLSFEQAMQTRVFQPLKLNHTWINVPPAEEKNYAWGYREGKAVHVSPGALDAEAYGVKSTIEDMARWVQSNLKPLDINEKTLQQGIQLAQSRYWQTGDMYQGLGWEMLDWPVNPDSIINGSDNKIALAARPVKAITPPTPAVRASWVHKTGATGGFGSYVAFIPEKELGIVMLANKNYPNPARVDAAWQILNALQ
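AmpC (5.3 nM in the dispensed reagent) in 20 mM phosphate pH 7.0 with 0.01% (detergent screen) or 0.0001% Triton X-100 was preincubated with compounds for 15 min at room temperature. Nitrocefin was then added from an 800 uM solution, and hydrolysis was followed at 480 nm.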
Pf growth 96h: Primary qHTS for delayed death inhibitors of the malarial parasite plastid, 96 hour incubation. Potency, µM (titrated, usually from 28.7 µM), without a hit: top-dose activity change, negative = inhibition, actives largely listed as inhibitors. P. falciparum luciferase reporter growth, 96 h. 320,000 compounds, 6.9% hits; also: potency is read from the fitted curve at half-maximal effect; % is scaled to controls: 0 for no effect and ±100 for the full control effect
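Compounds incubated with erythrocytes infected by luciferase-expressing P. falciparum (2% hematocrit, 0.05% parasitemia final) for 96 hours, 37 C in 5% CO2. Growth inhibition scored as decreased luciferase luminescence.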
Cycloheximide cs: Cycloheximide Counterscreen for Small Molecule Inhibitors of Shiga Toxin | max response, % | cell reporter, cycloheximide protein synthesis inhibition counterscreen | AID 2314, 2010 | 300,000 compounds, 12% hits; in the data active = max response mostly above about 13%, no sharp cut-off; inactive = mostly below about 14%; also: read at 38.3 µM for the half of the compounds with a filed dose; 0% is about no effect
Pf growth 48h: Primary qHTS for delayed death inhibitors of the malarial parasite plastid, 48 hour incubation; P. falciparum luciferase growth in erythrocytes, 48 h; Potency, µM (top dose mostly 28.7 µM), for inactives: top-dose activity change, negative = inhibition, usual class: inhibitors; 310,000 compounds, 5.9% hits; AID 504832, 2011; also: potency is read from the fitted curve at half-maximal effect; % is scaled to controls: 0 for no effect and ±100 for the full control effect
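Firefly luciferase activity from engineered P. falciparum reports growth; inhibitors lower the luminescent signal. Cultures contained 2% hematocrit erythrocytes at 0.1% final parasitemia.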
Active calls of the source: *; ? = inconclusive; / = not tested or not shown; & = joins results of further samples; [ ] = dose if it differs, or a comment. Unless noted, calls follow the shape of the dose curve; as a rule, active = well fitted curve in the direction sought with a large enough effect; inconclusive = small, poorly fitted or top-dose-only effect, or another doubt; inactive = no such curve, though single readings can be large; an effect the other way counts as inactive or inconclusive.

1. Cc1ccc(C(=O)OCC(=O)NCc2ccccc2)cc1S(=O)(=O)N1CCCCC1
2. CCOc1ccccc1CNC(=O)CCn1ccc2cc(S(=O)(=O)N3CCCCC3)ccc21
3. COc1cc(/C=C/C(=O)N2CCN(CC(=O)N3CCCC3)CC2)cc(OC)c1OC
4. O=C(NCCN1CCOCC1)c1cc([N+](=O)[O-])ccc1Cl
5. O=C1C=C(c2ccc(F)c(Cl)c2)C[C@@H](c2ccc(F)cc2)C1
6. Cc1ccc(C)c(Nc2ccc3nonc3c2[N+](=O)[O-])c1
7. O=C(CSc1nnc(-c2cccnc2)n1-c1ccccc1)Nc1ccc2c(c1)OCO2
8. CC(C)(C)NC(=O)Cn1nnc(-c2ccc(Cl)cc2)n1
9. O=C(O)COc1ccc(/C=N/NC(=O)/C(=C/C=C/c2ccccc2)NC(=O)c2ccccc2)cc1
10. O=C(OCc1ccccc1)C1=NNC2C(=O)N(Cc3ccccc3)C(=O)C12 (stereo not given)

Screen / compound no.	1	2	3	4	5	6	7	8	9	10
Tb PYK inh	-6%	-1%&3%	2%	6%	-5%	5%	4%	-2%	-5%	0%
Shiga toxin inh	/	20	/	/	/	-4	-10	16	-24	-2
LmPK inhibitor	/	1%	/	2%	/	-1%	5%	-1%	0%	2%
AmpC inh no detg	-22%	16%	/	-9%	-21%	-12%	-19%	-9%	-34%	-7%
Pf growth 96h	?	43%[activator]	?	?	-1%	?	/	?	?	48%[activator]
Cycloheximide cs	/	-2	/	1	/	-4	-3	-2	-1	-2
Pf growth 48h	?	?	?	30%	18%	-24%	-7%	4%	0%	10%

11. CNC(=O)NC(=O)C(C)OC(=O)c1c2c(nc3ccccc13)/C(=C/c1cccs1)CC2 (stereo not given)
12. O=C(CS(=O)(=O)Cc1ccccc1)NCC1CCCO1 (stereo not given)
13. COC(CNC(=O)C(=O)Nc1cc2c3c(c1)CCN3C(=O)CC2)OC
14. O=C(NCc1ccccc1F)C1CC(=O)N(c2ccc3c(c2)OCCO3)C1 (stereo not given)
15. CC(C)Cn1c(=O)oc2ccccc21
16. Cc1cc(NC(=O)CSc2nc3c(cc2C#N)CCCC3)no1
17. CCOC(=O)CCNC(=O)N1CCCC(C(=O)c2ccc3c(c2)OCO3)C1 (stereo not given)
18. Cc1ccsc1C(=O)C1CCCN(Cc2c(C)nn(C(C)C)c2C)C1 (stereo not given)
19. COc1ccc(CNn2cnnc2)c(O)c1
20. O=C(O)CCCCCNS(=O)(=O)c1cccc2nsnc12

Screen / compound no.	11	12	13	14	15	16	17	18	19	20
Tb PYK inh	-11%	0%	-6%	1%	32%[activator]	-1%	-3%	-6%	-4%	4%
Shiga toxin inh	23*	-4	1	/	-4	49*	-3	-7	24	-7
LmPK inhibitor	-1%	0%	1%	/	1%	-1%	2%	3%	-10%	9%
AmpC inh no detg	-35%	-7%	-6%	-9%	-19%	-14%	-4%	-7%	-4%	-15%
Pf growth 96h	33%[activator]	2.9µM*	25%	15%	-5%	243%[activator]	?	?	?	/
Cycloheximide cs	32*	-1	12	/	-3	38*	-2	0	-3	-5
Pf growth 48h	35%[activator]	0%	21%	1%	-1%	247%[activator]	2%	-14%	-1%	9%

21. Cc1cccn2c(=O)c(/C=C(\C#N)C(=O)NCc3ccco3)c(N3CCOCC3)nc12
22. O=C(N/N=C/c1c[nH]c2ccccc12)C1CC1(c1ccccc1)c1ccccc1 (stereo not given)
23. Cc1ccc(C(c2nnnn2C2CCCCC2)N(C)C2CCCCC2)cc1 (stereo not given)
24. COCc1nc2ccccc2n1Cc1cccc(C)c1
25. O=C(Nc1ccccc1-c1ccccc1)c1ccc(=O)[nH]n1
26. CN(Cc1ccccc1)C(=O)c1ccc2c(c1)NC(=O)C(N1CCOCC1)S2 (stereo not given)
27. O=C(NCc1ccc2c(c1)OCO2)c1nc(Cn2cc(Br)cn2)no1
28. Cc1nc(Cl)sc1C(=O)Nc1ccccc1Cl
29. COc1cccc(OC)c1NC(=O)C1CCCN1C(=O)Nc1ccccc1F (stereo not given)
30. COc1ccc(C(=O)NCC(c2cccs2)N2CCc3ccccc32)cc1OC (stereo not given)

Screen / compound no.	21	22	23	24	25	26	27	28	29	30
Tb PYK inh	-5%	18%	0%	2%&4%	-1%	-6%	4%	0%	1%	-2%
Shiga toxin inh	-14	-6	19	-15	83*	-13	-8	-8	-10	/
LmPK inhibitor	2%	9%	1%	-2%	-1%	-3%[11.5 µM]	3%	4%	-5%	/
AmpC inh no detg	13%	-32%	-20%	5%	2%	29%	-1%	-18%	-15%	95%[activator]
Pf growth 96h	?	-10%	/	-5%	15µM*	23%	9%	17%	53%[activator]	?
Cycloheximide cs	1	-1	-1	-3	46*	-4	12	12	3	/
Pf growth 48h	?	?	?	17%	81%[activator]	-22%	2%	?	11%	?

31. COc1ccc(C)cc1Nc1n[n+](-c2ccccc2)c(-c2ccc(SC)cc2)s1
32. Cc1ccc(CNC(=O)c2ccccc2NS(=O)(=O)c2ccc(Cl)nc2)cc1
33. CC1Cc2cc(S(=O)(=O)CCC(=O)N3CCN(c4ccccc4)CC3)ccc2N1C(=O)C1CC1 (stereo not given)
34. O=C(COc1ccc(Br)cc1)Nc1ccc(Cc2ccncc2)cc1
35. CCc1c(C#N)c(SCCC(=O)Nc2ccc(OC)cc2)nc2c1C(=O)CC(C)(C)C2
36. CCn1ncc(Br)c1C(=O)N(C)C12CC3CC(CC(C3)C1)C2
37. CC(C)c1c(C(=O)N/N=C/c2cccc(OCc3ccc(F)cc3)c2)nnn1-c1nonc1N
38. COC(=O)/C(=C1/Oc2cc(C)oc(=O)c2S1)C(F)(F)F
39. CCOC(=O)c1ccc(NC(=O)Cn2c(C)nc3c(sc(=S)n3CC)c2=O)cc1
40. O=[N+]([O-])c1cccc(C2=NCCC(c3ccccc3)O2)c1 (stereo not given)

Screen / compound no.	31	32	33	34	35	36	37	38	39	40
Tb PYK inh	-14%	-7%	-8%	2%	5%	3%	-1%	-19%	-3%	4%
Shiga toxin inh	52*	-4	1	16	-14	1	-5	20	-6	17
LmPK inhibitor	-15%	-2%	3%	3%	2%	0%	-11%	4%	8%	6%
AmpC inh no detg	-4%	-4%	116%[activator]	-23%	-41%	65%[activator]	-42%	-16%	-35%	-17%
Pf growth 96h	?	60%[activator]	9.3µM*	34%[activator]	/	8%	?	?	30%	51%[activator]
Cycloheximide cs	42*	-4	7	1	-5	2	10	12	-3	5
Pf growth 48h	?	21%	-12%	?	-25%	0%	-1%	?	26%	33%[activator]

41. CCC(C)(C)n1nnnc1C(c1ccc(C)cc1)N1CCN(C(=O)c2ccco2)CC1 (stereo not given)
42. CCN(Cc1ccccc1)C(=S)Nc1cc(C(=O)OC)ccc1C(=O)OC
43. O=C(COC(=O)c1cc[n+]([O-])cc1)Nc1ccc([N+](=O)[O-])cc1C(F)(F)F
44. O=C(O)CCCn1ccc2cc(S(=O)(=O)N3CCCC3)ccc21
45. NC(=O)CC(NC(=O)Cc1cccc2ccccc12)c1ccc(NCCN2CCCC2)c([N+](=O)[O-])c1 (stereo not given)
46. COc1cccc(NC(=O)CN(C)C(=O)Cc2ccc3c(c2)CCC3)c1
47. CSc1nc(N2CCOCC2)c2c(c1C#N)CCCCC2
48. Cc1ccc(CNC(=O)C2CCCN2C(=O)Nc2ccc(C)cc2)cc1 (stereo not given)
49. Cc1noc2ncnc(Sc3ccc(Br)cc3)c12
50. COc1ccc(Cn2c(=N)c(C(=O)NCC3CCCO3)cc3c(=O)n4ccccc4nc32)cc1 (stereo not given)

Screen / compound no.	41	42	43	44	45	46	47	48	49	50
Tb PYK inh	31%[activator]	6%	2%	-6%	-9%	3%	5%	0%	5%	0%
Shiga toxin inh	-2	-6	/	-5	11	/	-14	-1	4	-11
LmPK inhibitor	-7%	3%	/	-4%	-3%	/	1%	-2%	-1%	2%
AmpC inh no detg	86%[activator]	0%	-20%	-26%	-8%	-3%	-7%	10%	-11%[2.29 µM]	29%
Pf growth 96h	-13%	?	62%[activator]	13µM*	?	?	35%[activator]	?	?	?
Cycloheximide cs	-1	-1	/	-1	-3	/	-3	7	-2	-2
Pf growth 48h	?	?	2%	3%	3%	-26%	-18%	?	?	?

Single entries from the results shown.
Result of NC(=O)CC(NC(=O)Cc1cccc2ccccc12)c1ccc(NCCN2CCCC2)c([N+](=O)[O-])c1 (stereo not given) under Tb PYK inh: -9%
Result of CSc1nc(N2CCOCC2)c2c(c1C#N)CCCCC2 under Tb PYK inh: 5%
Result of Cc1ccc(CNC(=O)C2CCCN2C(=O)Nc2ccc(C)cc2)cc1 (stereo not given) under Cycloheximide cs: 7

Some of these compounds in order of heavy-atom count, ascending:
15. CC(C)Cn1c(=O)oc2ccccc21
4. O=C(NCCN1CCOCC1)c1cc([N+](=O)[O-])ccc1Cl
44. O=C(O)CCCn1ccc2cc(S(=O)(=O)N3CCCC3)ccc21

Screen / compound no.	15	4	44
Tb PYK inh	32%[activator]	6%	-6%
Shiga toxin inh	-4	/	-5
LmPK inhibitor	1%	2%	-4%
AmpC inh no detg	-19%	-9%	-26%
Pf growth 96h	-5%	?	13µM*
Cycloheximide cs	-3	1	-1
Pf growth 48h	-1%	30%	3%

(listing goes on)
51. NC(=O)C[n+]1cccc(/C=N/O)c1
52. O=C(c1ccco1)N1CCN(CCOc2ccccc2)CC1
53. COC(=O)c1c(C(=O)c2ccc(Br)cc2)n(C)c2ccccc12
54. COc1ccc(NC(=O)CCCNS(=O)(=O)c2cccs2)cc1

Screen / compound no.	51	52	53	54
Tb PYK inh	3%	2%	3%	2%
Shiga toxin inh	11	19	/	-7
LmPK inhibitor	3%	3%	/	-1%
AmpC inh no detg	-4%	-7%	-41%	-30%
Pf growth 96h	19%	0%	?	-8%
Cycloheximide cs	-1	10	/	-1
Pf growth 48h	1%	7%	13µM*	-7%

Molecules listed so far containing a COOH group:
9. O=C(O)COc1ccc(/C=N/NC(=O)/C(=C/C=C/c2ccccc2)NC(=O)c2ccccc2)cc1
20. O=C(O)CCCCCNS(=O)(=O)c1cccc2nsnc12
44. O=C(O)CCCn1ccc2cc(S(=O)(=O)N3CCCC3)ccc21

Screen / compound no.	9	20	44
Tb PYK inh	-5%	4%	-6%
Shiga toxin inh	-24	-7	-5
LmPK inhibitor	0%	9%	-4%
AmpC inh no detg	-34%	-15%	-26%
Pf growth 96h	?	/	13µM*
Cycloheximide cs	-1	-5	-1
Pf growth 48h	0%	9%	3%

Compound activity from PubChem BioAssay.
